# Compound activity as filed in PubChem BioAssay.
# HTRA1 inhibitor = HTRA1 serine protease inhibitors, primary screen, biochemical, fluorescence polarization, HTS. 340,000 tested, 0.5% active. Q92743. inhibition, % at 5.96 µM. recombinant HTRA1, FP-rhodamine activity-based probe. AID 504803, 2011; in the data active = inhibition above about 36%;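 note: 0% = enzyme with DMSO and 100% = wells lacking enzyme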
# Target sequence (Q92743 whole entry, looked up): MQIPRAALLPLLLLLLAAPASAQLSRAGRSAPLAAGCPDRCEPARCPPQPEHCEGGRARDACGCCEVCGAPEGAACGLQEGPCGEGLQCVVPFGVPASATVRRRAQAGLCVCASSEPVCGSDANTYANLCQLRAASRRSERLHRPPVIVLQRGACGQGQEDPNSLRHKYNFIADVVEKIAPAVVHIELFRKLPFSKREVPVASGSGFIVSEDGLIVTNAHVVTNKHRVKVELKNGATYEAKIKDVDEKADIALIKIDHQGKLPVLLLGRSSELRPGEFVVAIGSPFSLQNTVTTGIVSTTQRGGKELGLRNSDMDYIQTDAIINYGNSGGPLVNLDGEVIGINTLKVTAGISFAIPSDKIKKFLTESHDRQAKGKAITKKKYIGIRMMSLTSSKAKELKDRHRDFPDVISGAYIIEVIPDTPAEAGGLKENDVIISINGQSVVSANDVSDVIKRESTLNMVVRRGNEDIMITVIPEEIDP
# SIAE inh = human SIAE inhibitors, primary screen, biochemical, fluorescence polarization, FP-Rh probe, 1536-well HTS. inhibition, % at 9.66 µM. SIAE FP-Rh probe binding. Sialate O-acetylesterase (Homo sapiens), Q9HAT2. 370,000 tested, 0.69% active. AID 1053197, 2014;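 active = inhibition above a cutoff: mean of compounds within the control limits plus 3 SD of those, cut at about 17% in these data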;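 note: 0% = plate median of compound wells and 100% = probe without SIAE protein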
# NR1D1 modulator = modulators of Rev-erb alpha DNA binding, primary screen, biochemical, FITC-DNA, fluorescence polarization, uHTS. Nuclear receptor subfamily 1 group D member 1 (Homo sapiens), P20393. Rev-erbα–FITC-DNA binding, 90 min. activity, % at 10 µM. 370,000 tested, 0.79% active. AID 1259318, 2017;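 active = activity above about 14%, limit read from the data; passing the limit was not always enough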;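 note: 0% = DMSO wells with 35 nM protein and 100% = DMSO wells with 750 nM protein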
# TCR-CD3 inh = inhibitors of human TCR-CD3 interaction, primary screen, biochemical, fluorescence, TAMRA-labeled TCR probe. T-cell receptor (TCR). inhibition, % at 9.4 µM. 360,000 tested, 0.37% active. AID 651800, 2012; in the data active = inhibition above about 19%;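 note: recombinant mutant TCR 2C K166C tagged with TAMRA read by polarization; 0% = receptor in buffer alone and 100% = receptor with positive control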
# LEDGF integ inh = blockers of LEDGF/p75-dependent integrase strand transfer – biochemical, TR-FRET, high throughput, primary screen; 370,000 tested, 0.64% active; TR-FRET IN-LEDGF/p75 DNA integration, Eu/Cy5; AID 743269, 2014; inhibition, % at 3.7 µM;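 active = inhibition above the screen-wide mean plus 3 SD, cut at about 13% in these data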;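 note: signal is the Cy5 over europium emission ratio at 671 and 618 nm; 0% = plate median of compound wells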
# PRMT1 inh = PRMT1 methyltransferase inhibitors, primary screen, biochemical, fluorescence polarization; Protein arginine N-methyltransferase 1 (Homo sapiens), Q99873; recombinant PRMT1, activity-based probe fluorescence polarization; inhibition, % at 2.79 µM; 370,000 tested, 1.3% active; AID 652257, 2013;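 active = inhibition above about 21% made by adding two undisclosed values, limit read from the data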
# rCAG RNA binder = binders of r(CAG) RNA repeats, primary screen, biochemical, fluorescence; r(CAG) RNA repeat, TO-PRO-1 dye displacement fluorescence; 370,000 tested, 1.3% active; inhibition, % at 3 µM;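 active = inhibition above the plate cutoff, the mean of all test compounds on that plate plus 3 SD, cut at about 35% in these data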;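 note: 0% = DMSO alone and 100% = 100 µM mitoxantrone as full dye displacement; higher means more dye released from RNA so lower well fluorescence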
# PG9 binder = binders of HIV-1 gp120 antibody PG9, primary screen, biochemical, TR-FRET; TR-FRET gp120-PG9 antibody binding; inhibition, % at 6.7 µM; 360,000 tested, 0.43% active; AID 624416, 2012; in the data active = inhibition above about 8.5%
# mABHD4 FP = ABHD4 inhibitors, primary screen, biochemical, fluorescence polarization, mouse; (Lyso)-N-acylphosphatidylethanolamine lipase (Mus musculus), Q8VD66; purified mABHD4, FP-Rh probe fluorescence polarization; inhibition, % at 8.92 µM; 370,000 tested, 0.54% active; AID 720543, 2013;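 active = inhibition exceeding the mean over every tested compound plus 3 SD, cut at about 30% in these data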;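 note: 0% = plate median of compound wells and 100% = S159A mutant with DMSO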
#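 assay system = mABHD4 protein | compound dosing = single nominal dose of 8.92 µM, 0.89% DMSO final | read-out basis = percent inhibition of probe binding, normalized to plate controls | schedule = Enzyme–compound pre-incubation 45 min, then probe 60 min, both 25 °C | detection = fluorescence polarization, excitation 525 nm, emission 598 nm, BODIPY TMR filters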
# TDP2 absorb = human TDP2 enzyme inhibitors, primary screen, biochemical, epi absorbance, recombinant enzyme. 370,000 tested, 0.34% active. Tyrosyl-DNA phosphodiesterase 2 (Homo sapiens), O95551. inhibition, % at 12.8 µM. AID 720702, 2013. T5PNP hydrolysis, p-nitrophenol absorbance 415 nm;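 active = inhibition above the mean of all tested compounds plus 3 SD, set per campaign, cut at about 25% in these data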;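 note: 0% = DMSO with enzyme and 100% = buffer with substrate but no TDP2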
# Target sequence (O95551 whole entry, looked up): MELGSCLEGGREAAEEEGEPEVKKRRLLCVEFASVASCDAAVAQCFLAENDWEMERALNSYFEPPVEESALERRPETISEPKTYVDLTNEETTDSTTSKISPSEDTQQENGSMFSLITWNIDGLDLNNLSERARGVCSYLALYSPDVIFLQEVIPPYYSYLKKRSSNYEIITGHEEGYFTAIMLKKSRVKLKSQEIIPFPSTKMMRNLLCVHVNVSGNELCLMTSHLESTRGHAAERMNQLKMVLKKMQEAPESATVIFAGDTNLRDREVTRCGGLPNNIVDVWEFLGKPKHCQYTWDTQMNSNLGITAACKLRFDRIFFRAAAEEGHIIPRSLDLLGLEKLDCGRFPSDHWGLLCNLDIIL
#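 Assay system: recombinant human TDP2 / Reagent: T5PNP substrate at 5 mM, a TopII-DNA adduct mimic / Measured by: epi absorbance from released p-nitrophenol / Evaluation: % inhibition relative to enzyme-containing and enzyme-free wells / Control set: enzyme-free and DMSO wells / Replicates: each compound tested once, singlicate / Schedule: enzyme reaction with compound for 2 h at 37 °C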
# Starred values were filed as active, the others as inactive; / = not tested or not shown.
SMILES,PRMT1 inh,PG9 binder,TCR-CD3 inh,mABHD4 FP,HTRA1 inhibitor,NR1D1 modulator,SIAE inh,LEDGF integ inh,TDP2 absorb,rCAG RNA binder
COc1ccc(CNC(=O)c2ccc(-n3ccnc3)c3ccoc23)cc1OC,1,-1.8,3,11,/,1,4,1,-5,0
COc1cc(C(C)=O)ccc1OCc1cc(C(=O)N(C)CCC2CCCCO2)no1 (configuration not stated),6,-0.3,-4,-4,4,-4,-2,2,-8,1
C=CCn1c(-c2csc3ccccc23)n[nH]c1=S,0,-2.1,0,7,-4,-1,2,-1,-1,4
Nc1[nH]c(C(=O)c2ccccc2)c(-c2cccnc2)c1C(=O)NCCc1ccc(Cl)cc1Cl,-3,0.0,-6,3,/,2,6,-4,1,2
O=C(CCN1C(=O)c2ccccc2C1=O)NC(=S)Nc1cccc(Cl)c1,5,-2.2,1,-18,-6,-2,-7,-4,1,-2
O=C1C=C(C2CCCCC2)C(=O)c2ccccc21,31*,-0.7,2,10,2,3,5,3,8,2
CCCCCCCCN1C(=O)C(O)=C(C(C)=O)C1c1ccccn1 (configuration not stated),5,4.0,1,3,-2,-1,1,0,-7,3
COC(=O)c1c(-c2c(Cl)cccc2Cl)noc1NC(=O)NN1CCOCC1,-2,-0.7,0,1,-3,0,4,-4,4,-1
CC(C)C[C@H](NC(=O)c1[nH]cnc1C(=O)N[C@H](C)c1ccccc1)C(=O)OCc1ccccc1,1,-1.2,8,-34,-13,8,-9,0,-9,1
OC1(CNCc2ccccc2)C2CC3CC(C2)CC1C3 (configuration not stated),-2,-1.4,8,6,-2,5,3,2,-7,1
CCC(C)N1CCN(S(=O)(=O)c2ccc3ccccc3c2)CC1 (configuration not stated),1,-2.9,4,2,-6,-1,-1,1,32*,-9
Cc1ccc(CCCOC(=O)CN2CCCCC2)cc1,-3,-0.8,-1,5,4,-3,-3,2,-11,-10
Cc1nn(Cc2ccc(F)cc2)c(C)c1NC(=O)c1cc(-c2ccc3c(c2)OCO3)on1,-1,-0.6,1,12,-3,-5,-8,-1,7,0
O=C(Nc1ccc2ncccc2c1)c1cccc(Br)c1,4,-0.6,-15,-8,-34,-3,-14,-3,-1,-1
CCCc1ccc2oc(C(=O)NCCN3CCCC(C(N)=O)C3)c(C)c2c1 (configuration not stated),-1,-1.4,0,-2,-5,4,-5,-1,6,-9
COCCNC(=O)CSc1nc2cc(OC)c(OC)cc2c(=O)n1CCC1=CCCCC1,0,2.4,5,4,13,0,7,0,5,-1
COc1ccc(CN2C(=O)c3ccccc3C2c2nnnn2Cc2ccccc2)cc1OC (configuration not stated),-2,0.2,2,5,/,2,3,0,3,1
CN(C(=O)CS(=O)(=O)c1cccc(Cl)c1)c1ccccc1,-2,-1.7,0,0,7,-4,4,3,6,-3
CS(=O)(=O)Nc1ccc(C2=NN(S(=O)(=O)c3ccccc3)C(c3cccs3)C2)cc1 (configuration not stated),-2,-2.2,-2,-14,-11,2,-4,5,-16,16
CC(C)(C)C(=O)Nc1nnc(SCC(=O)NCc2ccco2)s1,5,-0.2,0,3,2,7,0,-3,5,0

# In the list so far, 2 contain a thiophene ring, fused or not:
SMILES,PRMT1 inh,PG9 binder,TCR-CD3 inh,mABHD4 FP,HTRA1 inhibitor,NR1D1 modulator,SIAE inh,LEDGF integ inh,TDP2 absorb,rCAG RNA binder
C=CCn1c(-c2csc3ccccc23)n[nH]c1=S,0,-2.1,0,7,-4,-1,2,-1,-1,4
CS(=O)(=O)Nc1ccc(C2=NN(S(=O)(=O)c3ccccc3)C(c3cccs3)C2)cc1 (configuration not stated),-2,-2.2,-2,-14,-11,2,-4,5,-16,16

# Later entries
SMILES,PRMT1 inh,PG9 binder,TCR-CD3 inh,mABHD4 FP,HTRA1 inhibitor,NR1D1 modulator,SIAE inh,LEDGF integ inh,TDP2 absorb,rCAG RNA binder
CCN(CC)C(=O)CC[C@H]1CC[C@]2(CCCN(Cc3ccncc3)C2)O1,3,/,/,9,/,6,-4,-2,-1,0
CCCc1cc(C(=O)Nc2ccc(CC)cc2)no1,-1,-2.8,4,7,-11,-5,4,-3,10,-2
COc1ccc(NC(=O)/C(=C\c2ccco2)NC(=O)c2ccco2)cc1,6,-2.9,3,1,-5,-1,0,3,1,8
NS(=O)(=O)c1ccc(NC(=O)COC(=O)C2CC2)cc1,3,1.8,-4,0,0,6,-2,1,1,-1
CCCCCc1cc(=O)oc2c(C(CCN3CCCC3)c3cc(OC)c(OC)c(OC)c3)c(OC)cc(OC)c12 (configuration not stated),-2,-1.3,0,16,-9,3,-4,0,1,7
COc1ccc(CC(=O)Nc2cccc(-c3nnc(-c4ccc(C)cc4)o3)c2)cc1OC,-1,-0.7,-4,1,-8,-12,-12,-3,-2,0
O=C(NCC1CCCO1)c1cccc(NC(=O)c2ccccc2)c1 (configuration not stated),-6,-2.6,7,0,5,-9,6,-2,13,-3
CC(O)CNC(=O)C1CCN(Cc2ccc(OCc3ccccc3)cc2)CC1 (configuration not stated),-2,-1.5,8,12,4,-4,3,1,13,-4
Cc1cc(C(=O)OCC(=O)c2ccc3c(c2)OCCO3)c(C)o1,-1,-1.9,-3,3,-15,7,-4,1,-8,-1
CCOC(=O)c1ccc(NC(=O)c2nc[nH]c2C(=O)N2CCN(c3ccccc3)CC2)cc1,-1,1.4,-6,-4,-5,0,1,0,-11,1
CC1(C(=O)NCc2ccccc2Br)CCN1C(=O)C1(c2ccc(Cl)cc2)CC1 (configuration not stated),0,-1.0,-1,-3,/,1,4,-2,-3,-1
O=C(NNC(=S)NC1CCCCC1)c1ccccc1Cl,3,0.2,-2,9,1,2,4,0,6,1
COC(=O)c1ccc(N2CCN(CC(=O)c3ccc(-c4ccccc4)cc3)CC2)c([N+](=O)[O-])c1,-2,2.5,0,-2,-7,1,5,1,-1,9
O=C(COC(=O)C1(c2cccc(F)c2)CCCC1)NCc1cccs1,2,0.8,5,-3,-4,2,4,-3,-10,-5
O=C(Nc1ccccc1)N1CCCCC1c1cccnc1 (configuration not stated),-4,-1.0,-3,2,-3,-3,-3,0,0,2
O=C(/C=C\Nc1ccc2c(c1)OCO2)c1ccc2c(c1)OCO2,9,-1.4,-3,1,3,-2,3,-4,-2,6
COCc1c(C(=O)OCC(=O)c2ccc[nH]2)oc2ccccc12,1,-2.8,-5,-3,2,-1,-8,2,1,4
Fc1cc(Cl)ccc1NC1=NCCCCC1,0,0.0,1,4,2,0,-5,5,-2,-3
O=C(/C=C/c1ccccc1[N+](=O)[O-])N1CCc2ccccc2C1,0,0.6,-1,1,-13,-3,-2,4,1,10
Cc1ccc(-c2nc3ncccn3c2Nc2ccc3c(c2)OCCO3)o1,8,-14,-4,6,6,3,-1,1,-3,2
Cc1nn(C)cc1/C=N/NC(=O)Cn1nccc1C,3,0.1,-1,1,6,-1,-2,-3,0,0
COc1ccc(NS(=O)(=O)c2cc(C(=O)NNC(=O)c3ccncc3)ccc2OC)c(OC)c1,-2,0.3,1,-3,/,-4,1,-5,-3,4
CC1=CC(C)(C)N(C(=O)CNC2CCCC2)c2cc(C)ccc21,0,-0.9,4,8,-8,-2,6,2,9,-11
COc1ccccc1NC(=O)CCC(=O)Nc1nnc(C2CCCCC2)s1,0,-0.8,4,-2,-8,1,0,-1,0,-1
Cc1cccc(-c2nnc(SCC(=O)Nc3cccc(C(=O)N4CCOCC4)c3)n2C)c1,0,1.8,-7,-6,-3,-7,-4,2,-1,-5
COC(=O)C[C@@H]1CC[C@H](NC(=O)Nc2cccc(F)c2)[C@@H](CO)O1,-1,2.0,2,2,/,-1,-2,3,-5,1
CCC(CC)C(=O)N1CC(=O)Nc2ccc(C)cc2C1c1ccccc1 (configuration not stated),1,0.5,2,2,0,4,1,4,15,-8
C=CCN1C(=O)[C@@H](CC(=O)NCc2cccc(C(F)(F)F)c2)[C@]2(C(=O)OC)CCCCC=C12,3,/,/,-6,/,1,-2,2,-4,1
CCCCCCCCN1C(=O)[C@@H](CC(=O)NCCCOC)C[C@@]2(C(=O)OC)C1=C[C@H](C1CCCC1)O[C@@H]2C,1,-1.2,10,-1,/,-5,3,-2,-3,6
CC(C)(C)NC(=O)Cn1ccc(=N)c2ccccc21,-3,-0.8,1,-3,-1,-2,-9,-1,-2,0
C/C(CC(=O)Nc1ccc(Cl)c(C(F)(F)F)c1)=N\NC(=O)c1cnccn1,-1,-1.6,-1,-50,-18,-7,-10,2,-8,10
COc1ccc(N2C(=NC(=O)C3CC3)SC3CS(=O)(=O)CC32)cc1Cl (configuration not stated),-5,-1.5,5,1,5,-3,-5,0,16,0
Cc1ccc(OCC(=O)Nc2nnc(C3CCCO3)s2)c(Br)c1 (configuration not stated),-3,0.7,5,-3,-8,7,-4,-2,5,1
Fc1cccc(NC(=S)NCCCN2CCOCC2)c1,0,-0.6,0,-1,6,-2,-2,1,-5,2
NC(=O)C1CCN(C(=O)/C(=C/c2ccco2)NC(=O)c2ccccc2)CC1,7,-0.4,1,0,-3,0,4,1,12,0
CC(Sc1sc(=S)sc1SC(C)C(=O)O)C(=O)O (configuration not stated),20,-0.5,2,0,1,6,-5,-6,-1,2
CCCn1nc(C(=O)N2CC(=O)Nc3ccccc32)c2ccccc2c1=O,0,-1.9,2,-4,-5,1,1,-1,-7,-3
N#C[C@H]1C(O)C(O)c2ccccc2N1C(=O)c1ccccc1 (some centres not stated),-6,-0.2,1,-3,0,1,-3,6,-13,0
CCOc1ccccc1N(CC(=O)Nc1ccc2c(c1)OCCO2)S(C)(=O)=O,-2,2.4,-4,5,1,-1,0,-2,-13,-6
COc1ccc(CNC(=O)Cc2csc(NC(=O)Nc3ccccc3OC)n2)cc1,0,-0.2,3,-2,-36,-1,-6,-4,-16,9
Cc1ccc(NC(=O)CCC(=O)NNC(=O)c2ccccc2)c(C)c1,0,-0.3,3,6,0,0,3,1,10,-1
CCOC(=O)c1ccc(NC(=O)c2ccc(C)c(S(=O)(=O)N3CCOCC3)c2)cc1,-2,-2.9,2,-10,-22,6,-15,-2,-4,0

# The list is partial. The share of hits here may be higher or lower than overall.
